APOBEC3G inh: inhibitors of human APOBEC3G DNA deaminase | AID 493012 | Q9HC16 | inhibition, % at 20 µM | 330,000 compounds, 0.28% hits | recombinant A3G, ssDNA deamination FAM/TAMRA fluorescence;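 active = inhibition of at least 40% at 20 µM, with no more than 30% in the related APOBEC3A deaminase screen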;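 also: plate controls were DMSO wells with A3G for no effect and wells lacking A3G enzyme for full effect; some compounds called inactive have numbers as strong as hits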
Target sequence (Q9HC16 whole entry, looked up): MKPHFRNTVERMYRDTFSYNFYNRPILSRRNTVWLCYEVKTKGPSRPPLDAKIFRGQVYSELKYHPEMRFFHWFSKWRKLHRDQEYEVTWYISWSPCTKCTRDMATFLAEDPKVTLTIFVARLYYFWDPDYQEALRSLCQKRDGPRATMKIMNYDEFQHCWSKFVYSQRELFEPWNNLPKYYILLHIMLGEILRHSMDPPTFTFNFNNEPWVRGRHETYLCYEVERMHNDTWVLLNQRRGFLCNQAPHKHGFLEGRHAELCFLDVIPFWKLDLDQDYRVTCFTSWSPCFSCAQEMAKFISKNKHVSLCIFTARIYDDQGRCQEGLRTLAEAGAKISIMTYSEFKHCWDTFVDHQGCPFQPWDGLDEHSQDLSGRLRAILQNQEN
mIAP act: mouse IAP activation | muIAP, CDP-Star luminescence, 30 min; stronger effect = higher value; 1 = vehicle-only enzyme signal, 0 = enzyme-free wells | activation factor at 10 µM | 330,000 compounds, 0.24% hits | AID 2805;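 active = activation factor of at least 2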; also: the source names both 10 and 20 µM as test concentration; values of inactives mirror those of a sister screen read the other way
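System: mouse IAP enzyme. Reagent: CDP-Star chemiluminescent phosphatase substrate. Benchmarks: DMSO wells, no-enzyme wells. Times: 30 min enzyme-substrate-compound incubation at room temperature. Detection: luminescence from enzymatic CDP-Star hydrolysis. Doses: test compounds delivered from DMSO solution.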
NR3A LBD binder: modulates the human NR3A ligand-binding domain | NR3A LBD differential scanning fluorimetry, Tm shift; 0% = protein alone, 100% = glycine-bound protein | Tm shift relative to glycine control, % at 25 µM | 340,000 compounds, 2.5% hits;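 active = melting temperature shift of at least 10% of the positive control shift, at one fixed dose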
hIAP activ: human IAP activation. AID 2524. purified human IAP, CDP-Star luminescence, 30 min; stronger effect = higher value; 1 = vehicle-only enzyme, 0 = enzyme-free background. 330,000 compounds, 0.16% hits. activation factor at 10 µM;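 active = activation factor of the enzyme at least 2-fold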; also: the source names both 10 and 20 µM as test concentration; values of inactives mirror those of a sister screen read the other way
Target sequence (P09923 whole entry, looked up): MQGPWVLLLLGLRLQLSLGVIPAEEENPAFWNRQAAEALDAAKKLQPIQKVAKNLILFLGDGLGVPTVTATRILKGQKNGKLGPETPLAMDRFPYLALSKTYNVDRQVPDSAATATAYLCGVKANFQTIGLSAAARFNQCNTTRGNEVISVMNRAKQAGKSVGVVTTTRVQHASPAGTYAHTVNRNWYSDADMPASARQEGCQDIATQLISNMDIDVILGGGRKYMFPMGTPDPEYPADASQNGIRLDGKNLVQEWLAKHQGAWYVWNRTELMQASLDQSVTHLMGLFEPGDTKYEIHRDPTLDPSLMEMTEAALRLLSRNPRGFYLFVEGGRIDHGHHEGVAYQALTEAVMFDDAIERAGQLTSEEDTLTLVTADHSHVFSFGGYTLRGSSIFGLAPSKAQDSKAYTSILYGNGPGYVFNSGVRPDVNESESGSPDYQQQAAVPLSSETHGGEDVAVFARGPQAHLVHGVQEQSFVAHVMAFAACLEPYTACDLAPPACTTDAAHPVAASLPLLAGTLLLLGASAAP
A3A deaminase: inhibitors of human APOBEC3A DNA deaminase. 330,000 compounds, 0.41% hits. P31941. recombinant A3A, FAM/TAMRA ssDNA deamination fluorescence. inhibition, % at 20 µM;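 active = at least 40% inhibition at 20 µM here, with at most 30% in a related deaminase screen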;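 also: plate controls were A3A with DMSO for no effect and wells lacking A3A enzyme for full effect; some results filed as inactive read as strong as hits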
Target sequence (P31941 whole entry, looked up): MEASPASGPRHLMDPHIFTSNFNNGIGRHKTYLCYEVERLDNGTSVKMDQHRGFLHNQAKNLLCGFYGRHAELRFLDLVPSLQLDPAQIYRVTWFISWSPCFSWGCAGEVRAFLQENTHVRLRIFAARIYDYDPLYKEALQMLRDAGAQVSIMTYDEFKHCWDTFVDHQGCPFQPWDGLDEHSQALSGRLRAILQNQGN
hIAP inh: blocks human intestinal alkaline phosphatase | P09923 | purified IAP, CDP-Star luminescence, 30 min | inhibition, % at 10 µM | 330,000 compounds, 0.12% hits | AID 2544;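 active = inhibition reaching a set limit with compound at 10 µM in the primary screen, cut at about 35% in these data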;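 also: plate controls were DMSO wells with enzyme for no effect and no-enzyme buffer wells for full effect; values of inactives mirror those of a sister screen read the other way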
MIN6 prolif: MIN6 beta-cell proliferation induction; MIN6 cells proliferation, ATPlite luminescence, 48 h; cells starved in 0.2% serum; 100% = growth in 10% serum; proliferation, % at 10 µM; 330,000 compounds, 0.29% hits; AID 2380;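 active = compounds whose signal lies at least 3.5 SD above the mean of all wells on their plate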;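 also: 0% = DMSO-treated cells in low-serum medium and 100% = 10% serum control; some compounds called inactive have numbers as strong as hits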
mIAP block: mouse IAP inhibition; purified mouse IAP, CDP-Star luminescence, 30 min; inhibition, % at 10 µM; 330,000 compounds, 0.2% hits;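 active = inhibition of at least 40% at 10 µM in the primary screen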;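 also: plate controls were DMSO with enzyme for no effect and no enzyme wells for full effect; values of inactives mirror those of a sister screen read the other way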
MPTP inh: blocks calcium-induced mitochondrial swelling; isolated mouse mitochondria, Ca2+ swelling absorbance, 30 min; AID 602449; inhibition, % at 10 µM; 360,000 compounds, 1.4% hits;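 active = inhibition of 50% or more, scaled per plate between neutral and stimulator controls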;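 also: 0% = DMSO wells given calcium and 100% = 1 mM EGTA wells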
Active calls of the source: *; x = not tested or not shown; & = joins results of further samples.

1	CN1CCN(S(=O)(=O)c2cccc(C(=O)Nc3cccc([N+](=O)[O-])c3)c2)CC1
2	COc1ccc(NC(=S)NNC(=O)CNc2ccc(Cl)cc2)cc1
3	COc1cc(C(CC(=O)Nc2cc(C)ccn2)N2Cc3ccccc3C2=O)cc(OC)c1OC (stereo not given)
4	CC(=O)Oc1ccc(-c2cccc(C(=O)NCCO)c2)cc1
5	c1ccc(-c2ccccc2OCCN2CCOCC2)cc1
6	Oc1[nH]c2ccc(Br)cc2c1N=NC(=S)Nc1ccc(F)cc1

compound no.,1,2,3,4,5,6
APOBEC3G inh,-5,-9,-8,-8,-5,-3
mIAP act,0.9,0.86,1,0.97,0.92,0.87
NR3A LBD binder,17*,12*,0,0,-1,18*
hIAP activ,0.9,1.5,0.96,1.2,1.1,1.3
A3A deaminase,-4,-3,-4,-2,0,1
hIAP inh,10,-55,4,-18,-14,-27
MIN6 prolif,9,-3,-1,-1,-2,-6
mIAP block,10,14,-3,3,8,13
MPTP inh,3.5,2.3,2.1,1.3,-0.2,7.4

7	COC(=O)CSc1ncc(C#N)c(N)n1
8	CCN(C(=O)CN1C(=O)S/C(=C\c2ccc(Cl)cc2)C1=O)C1CCS(=O)(=O)C1 (stereo not given)
9	O=C(CS(=O)(=O)c1cn(CC(=O)N2CCOCC2)c2ccccc12)Nc1ccccc1F
10	CCOc1cc(S(=O)(=O)n2nc(C)cc2C)ccc1F
11	c1ccc(CCCOCCC2CO2)cc1 (stereo not given)
12	O=C1C(=O)N(CCCN2CCOCC2)C(c2ccc(Cl)cc2)/C1=C(\O)c1ccc2c(c1)OCCO2 (stereo not given)

compound no.,7,8,9,10,11,12
APOBEC3G inh,3,-5,6,1,-5,-4
mIAP act,0.96,0.93,1,1,0.96,1
NR3A LBD binder,-4,1,-1,4,x,2
hIAP activ,0.98,0.97,0.97,0.94,1.1,1
A3A deaminase,-4,-6,1,5,0,-5
hIAP inh,2,3,2,6,-11,-4
MIN6 prolif,-2,-4,1,0,-1,-1
mIAP block,4,7,-3,-4,4,-2
MPTP inh,-2.0,-1.9,0.1,1.6,x,-1.5

13	O=C(N=C1SC2CS(=O)(=O)CC2N1c1ccc(F)cc1)C1CCCCC1 (stereo not given)
14	O=S(=O)(c1ccccc1)C(/C=N\O)/C=C/c1ccccc1 (stereo not given)
15	S=c1[nH]nc(-c2ccncc2)n1/N=C/c1cn(-c2ccccc2)nc1-c1ccccc1
16	CCC(C)(C(=O)NC1CCCC1)N(Cc1cccs1)C(C)=O (stereo not given)
17	CC(C)C(NC(=O)Cc1ccccc1)C(=O)N1CCN(c2cccc(Cl)c2)CC1 (stereo not given)
18	Cc1ccc(N2CS(=O)(=O)/C(=C/N(C)C)C2=O)cc1

compound no.,13,14,15,16,17,18
APOBEC3G inh,-7,-3,-1,1,-5,-6
mIAP act,0.97,0.98,0.94,1.1,0.97,1
NR3A LBD binder,0,-1,-3,-1,-4,0
hIAP activ,1.2,1.3,0.96,1,0.97,1.1
A3A deaminase,-8,-6,0,3,-1,-2
hIAP inh,-21,-26,4,-2,3,-14
MIN6 prolif,1,-2,3,0,-4,0
mIAP block,3,2,6,-14,2,0
MPTP inh,-1.7,1.5,3.6,-1.5,3.6,1.3

19	O=S(=O)(c1ccc(Cl)nc1)N1CCCc2ccccc21
20	CN1CCC[C@H]1c1cccnc1
21	COc1cc(/C=C2\SC(c3ccc(C)cc3)=NC2=O)cc(OC)c1OC
22	Cn1c(=O)oc2cc(S(=O)(=O)NC3CCN(Cc4ccccc4)CC3)ccc21
23	O=C1c2ccc(-c3ccc(F)cc3OCc3ccccc3)cc2S(=O)(=O)c2cccc(C(=O)N3CCCC3)c21
24	O=C(/C=C/c1ccco1)N1CCc2ccccc21

compound no.,19,20,21,22,23,24
APOBEC3G inh,-2,2&-4,11,-5,-9,-3
mIAP act,0.93,1.1,0.87,1,0.95,0.98
NR3A LBD binder,1,1&2,3,-2,-7,-2
hIAP activ,0.93,0.98,0.83,0.86,1.1,1.2
A3A deaminase,1,4&-6,-1,2,-2,1
hIAP inh,7,1,17,14,-9,-17
MIN6 prolif,0,-3,-3,1,-6,-5
mIAP block,7,1,13,-4,5,2
MPTP inh,-0.2,-1.1&-2.4,1.8,1.0,-0.1,0.1

25	Cc1ccc(-c2cc(C(=O)NCCCN3CCOCC3)c3ccccc3n2)cc1
26	COc1ccc(-n2c(-c3ccc(Br)cc3)c[n+]3c2CCC3)cc1
27	CN1C(=O)/C(=C/c2ccco2)SC1=Nc1cccc(C(=O)O)c1
28	N#CC1=C(N)OC(c2ccccc2)=C(C#N)C1c1ccc2c(c1)OCO2 (stereo not given)
29	COc1ccc(OCC(=O)Nc2c(C(=O)N(CCN(C)C)Cc3ccco3)oc3ccccc23)cc1
30	OCC1CCCCN1CC(O)COC(c1ccc(F)cc1)c1ccc(F)cc1 (stereo not given)

compound no.,25,26,27,28,29,30
APOBEC3G inh,-1,-4,40,-6,-6,-10
mIAP act,0.99,0.99,0.9,0.93,1.1,1
NR3A LBD binder,-2,0,-1,-17,0,7
hIAP activ,0.99,0.96,0.95,0.97,1.1,1.3
A3A deaminase,0,1,71,-4,3,-4
hIAP inh,0,4,5,3,-11,-27
MIN6 prolif,3,-5,-1,1,-7,-4
mIAP block,0,1,10,7,-5,-3
MPTP inh,-0.6,0.0,-0.1,-0.5,0.3,-1.5

31	COc1ccccc1N=Cc1c(O)c2ccccc2oc1=O
32	O=c1[nH]c(CNCc2cccnc2)nc2ccccc12
33	O=C(Nc1ccc(C(=O)N2CCCCC2)cc1)C1CCCCC1
34	NC(=O)c1ccc(-n2nnnc2SCC(=O)Nc2ccccc2F)cc1
35	O=C(/C=N/O)NCCCN1CCOCC1
36	Cc1cc(OCC(=O)NNC(=O)c2ccncc2)cc(C)c1Cl

compound no.,31,32,33,34,35,36
APOBEC3G inh,-4,-5,-1,-7,-9,-1
mIAP act,1.2,0.9,0.99,0.87,1,0.86
NR3A LBD binder,5,0,1,0,-2,2
hIAP activ,0.99,0.85,0.88,0.96,0.85,1.5
A3A deaminase,1,0,2,-8,-4,0
hIAP inh,1,15,12,4,15,-51
MIN6 prolif,6.7*,0,0,-1,0,0
mIAP block,-16,10,1,13,-2,14
MPTP inh,-1.2,-0.8,-0.8,1.2,-0.6,-0.7

37	CCN1CCN(C(=O)COCc2cc(-c3ccc4c(c3)OCO4)on2)CC1
38	CCOCCCNC(=O)C(NC(=O)c1ccc(NC(C)=O)cc1)c1ccc(Cl)cc1 (stereo not given)
39	Cc1ccc(S(=O)(=O)NCC(=O)NCC(=O)NCCc2ccccc2F)cc1C
40	O=C(OCc1nnc(-c2ccc(Cl)cc2)o1)c1ccncc1
41	COc1cc(/C=C/C(=O)NC(=O)c2ccccc2O)ccc1O
42	Cc1noc(C)c1S(=O)(=O)Nc1ccc2c(c1)C(=O)N([C@H](C)CO)C[C@@H](C)[C@@H](CN(C)Cc1ccc3c(c1)OCO3)O2

compound no.,37,38,39,40,41,42
APOBEC3G inh,2,-4,-5,-4,-3,-5
mIAP act,1,1.1,0.96,0.9,0.94,0.94
NR3A LBD binder,-2,5,-1,-3,-5,6
hIAP activ,1.1,0.87,0.91,0.94,0.95,0.96
A3A deaminase,-5,-5,-1,0,0,-1
hIAP inh,-12,13,10,6,5,4
MIN6 prolif,-3,0,1,-2,-4,0
mIAP block,0,-6,4,10,6,6
MPTP inh,-0.1,2.6,0.7,0.8,1.6,-0.7

43	COCc1cc(C)n(CC(=O)OC)c(=O)c1C#N
44	COc1ccc(C2=NOC(C)(c3nnc(-c4ccc(Cl)cc4)o3)C2)cc1 (stereo not given)
45	Cc1cc(C)nc(NS(=O)(=O)c2ccc(NC(=O)C(C)C)cc2)n1
46	Cc1cccc(OCCCCn2c(CO)nc3ccccc32)c1
47	Cc1c(C=O)c2ccccc2n1CCOc1ccccc1F
48	CCOC(=O)c1cc2sccc2n1CC(=O)N1c2ccccc2CC1C (stereo not given)

compound no.,43,44,45,46,47,48
APOBEC3G inh,-6,-10,5,-6,-4,-2
mIAP act,0.87,1,1.1,0.94,1,1.2
NR3A LBD binder,-1,2,0,-1,-4,12*
hIAP activ,0.95,0.97,1.2,0.77,0.84,0.88
A3A deaminase,-2,-1,-8,-5,-6,3
hIAP inh,5,3,-17,24,16,12
MIN6 prolif,-3,2,0,-1,0,2
mIAP block,13,-1,-11,6,-1,-18
MPTP inh,-0.1,0.6,-0.4,1.0,2.5,0.6

49	Cc1ccccc1-c1ccc(Nc2ccc(N3CCOCC3)cc2)nn1
50	CC(=O)N1CCC(C(=O)NCCOc2cccc(C)c2)CC1
51	Nc1cc(F)ccc1N1CCCCCC1
52	Cc1ccc(NC(=O)CCn2nc([N+](=O)[O-])cc2C)nc1
53	COC(=O)C(CCCN1C(=O)c2ccccc2C1=O)(NC(C)=O)c1nn[nH]n1 (stereo not given)
54	O=C(CNc1cccc(S(=O)(=O)N2CCOCC2)c1)Nc1cccc(Br)c1

compound no.,49,50,51,52,53,54
APOBEC3G inh,-6,-2,23,-5,-9,-6
mIAP act,0.9,0.9,1.1,1,1,1.1
NR3A LBD binder,-1,0,-1,0,-13,-2
hIAP activ,0.84,0.85,1.1,0.95,1.1,1.1
A3A deaminase,-5,0,-3,-2,-2,-5
hIAP inh,16,15,-15,5,-5,-13
MIN6 prolif,-3,0,-5,-1,1,2
mIAP block,10,10,-8,-4,0,-8
MPTP inh,2.1,0.2,-0.1,0.7,-1.9,0.2

Molecules from the list above that have a furan ring, fused or not, in the order listed:
24	O=C(/C=C/c1ccco1)N1CCc2ccccc21
27	CN1C(=O)/C(=C/c2ccco2)SC1=Nc1cccc(C(=O)O)c1
29	COc1ccc(OCC(=O)Nc2c(C(=O)N(CCN(C)C)Cc3ccco3)oc3ccccc23)cc1

compound no.,24,27,29
APOBEC3G inh,-3,40,-6
mIAP act,0.98,0.9,1.1
NR3A LBD binder,-2,-1,0
hIAP activ,1.2,0.95,1.1
A3A deaminase,1,71,3
hIAP inh,-17,5,-11
MIN6 prolif,-5,-1,-7
mIAP block,2,10,-5
MPTP inh,0.1,-0.1,0.3

(cont.)
55	O=C(CN1C(=O)CNC1=O)Nc1ccc(Cl)cc1
56	O=C(O)c1cc(S(=O)(=O)O)ccc1O
57	COc1ccc(S(=O)(=O)N2CCCC2C(=O)NCc2ccccc2Cl)cc1 (stereo not given)
58	Cc1ccc(C(C)c2c(C)c([N+](=O)[O-])cc(C)c2[N+](=O)[O-])cn1 (stereo not given)
59	CC(=O)c1ccc(OC(C)C)c(CSc2nc(O)cc(=O)[nH]2)c1
60	CCC1(c2ccc(F)cc2)NC(=O)N(CC(=O)c2cc(C)n(C3CC3)c2C)C1=O (stereo not given)
61	CC(Sc1nnc2n1CCCCC2)C(=O)Nc1ccccc1[N+](=O)[O-] (stereo not given)
62	O=S(=O)(NCc1cccs1)c1ccc(Cl)s1
63	COc1ccc(NC(=O)c2c3c(nc4ccccc24)CCC3)cc1S(=O)(=O)N1CCOCC1

compound no.,55,56,57,58,59,60,61,62,63
APOBEC3G inh,-8,-4,-8,-4,-5,-3,0,3,24
mIAP act,1,1,1,1,1,1.1,1,1,0.88
NR3A LBD binder,-5,0,1,0,7,1,0,4,-2
hIAP activ,0.92,0.99,0.98,1.1,1,1.1,1,0.9,0.89
A3A deaminase,-1,-2,-2,-3,0,-3,3,1,23
hIAP inh,8,1,2,-6,-2,-5,-3,10,11
MIN6 prolif,-1,-1,-1,0,-1,1,-3,-2,0
mIAP block,0,0,-3,-4,-2,-6,-1,-2,12
MPTP inh,0.5,-1.6,-2.3,0.3,-4.4,-1.4,0.3,-0.1,2.3

Source: PubChem BioAssay
